Compound activity from PubChem.
ADAM17 inh – inhibitors of human ADAM17; recombinant ADAM17, EDANS/DABCYL FRET peptide cleavage; hit rate 0.83% among 370,000; inhibition, % at 6.95 µM; P78536;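 active means inhibition above the mean of compounds lying between control limits plus 3 SD, set per campaign, cut at about 8.5% in these data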;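 further: 0% = DMSO-only wells as the low control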
PLC-gamma1 inh – blocks human PLC-gamma1 enzyme activity; P19174; purified PLC-gamma1, fluorogenic substrate, fluorescence; AID 720700; hit rate 0.84% among 370,000; inhibition, % at 12.2 µM; in the data active means inhibition above about 9.5%
SIAE inh – inhibitors of human sialic acid acetylesterase SIAE; Q9HAT2; SIAE FP-Rh probe binding, fluorescence polarization; inhibition, % at 9.66 µM; hit rate 0.69% among 370,000; AID 1053197;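 active means inhibition above a cutoff: mean of compounds within the control limits plus 3 SD of those, cut at about 17% in these data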;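 further: 0% = plate median of compound wells and 100% = probe without SIAE protein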
TDP2 absorb – blocks human TDP2 phosphodiesterase activity; recombinant TDP2, T5PNP hydrolysis, p-nitrophenol absorbance 415 nm; inhibition, % at 12.8 µM; hit rate 0.34% among 370,000;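 active means inhibition above the mean of all tested compounds plus 3 SD, set per campaign, cut at about 25% in these data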;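 further: 0% = DMSO with enzyme and 100% = buffer with substrate but no TDP2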
Target sequence (O95551 whole entry, looked up): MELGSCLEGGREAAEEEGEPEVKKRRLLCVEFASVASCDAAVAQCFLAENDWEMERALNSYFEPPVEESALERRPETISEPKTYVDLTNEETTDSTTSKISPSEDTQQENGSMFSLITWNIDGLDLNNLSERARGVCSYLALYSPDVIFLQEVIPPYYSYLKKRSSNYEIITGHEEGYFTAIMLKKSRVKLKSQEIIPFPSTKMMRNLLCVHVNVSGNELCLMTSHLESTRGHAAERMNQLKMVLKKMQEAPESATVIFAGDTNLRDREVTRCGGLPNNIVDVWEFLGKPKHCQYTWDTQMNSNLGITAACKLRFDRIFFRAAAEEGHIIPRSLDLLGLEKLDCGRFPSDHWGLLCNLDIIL
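test system = human TDP2 enzyme | input = TDP2 enzyme at 120 nM final | medium = 50 mM Tris-HCl pH 7.5 with Mg2+, KCl, DTT, BSA | also added = T5PNP substrate, 5 mM | times = 2 h at 37 °C | technique = epi absorbance | benchmarks = high control without enzyme, low control DMSO plus TDP2 | replication = each compound tested once, singlicate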
DDE Tn6 FP inh – inhibitors of Tn6 peptide binding to human fibrin DD(E). P02675. Fibrin DD(E) TRITC-Tn6 fluorescence polarization displacement. inhibition, % at 8.3 µM. hit rate 0.21% among 370,000;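 active means inhibition above a per-campaign cutoff: mean of compounds within control limits plus 3 SD, cut at about 15% in these data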;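 further: 0% = median of all compound wells on the plate and 100% = blocking peptide control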
Target sequence (P02675 whole entry, looked up): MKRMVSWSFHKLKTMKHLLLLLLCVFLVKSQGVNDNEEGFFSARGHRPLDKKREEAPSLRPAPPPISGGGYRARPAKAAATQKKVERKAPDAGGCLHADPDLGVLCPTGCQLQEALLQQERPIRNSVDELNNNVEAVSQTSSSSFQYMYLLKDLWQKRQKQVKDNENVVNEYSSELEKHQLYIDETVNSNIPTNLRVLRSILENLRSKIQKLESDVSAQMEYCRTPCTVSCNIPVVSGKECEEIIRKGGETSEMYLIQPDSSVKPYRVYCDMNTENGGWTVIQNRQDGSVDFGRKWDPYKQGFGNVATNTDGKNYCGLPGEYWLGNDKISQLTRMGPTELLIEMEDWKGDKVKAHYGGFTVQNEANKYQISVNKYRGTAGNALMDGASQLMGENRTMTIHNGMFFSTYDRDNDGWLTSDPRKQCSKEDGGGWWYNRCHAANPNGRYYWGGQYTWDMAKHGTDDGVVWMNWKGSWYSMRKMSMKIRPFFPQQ
PLCb3 inh – inhibitors of human phospholipase C beta3; Q01970; Purified PLC-beta3, fluorogenic substrate, fluorescence; inhibition, % at 12.2 µM; hit rate 0.18% among 370,000; in the data active means inhibition above about 11%;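 further: 0% = median of compound wells on plate and 100% = full blocker control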
ARFGAP1 inhibitor – inhibits rat ARF GTPase activating protein 1; Q62848; Arfgap1-stimulated ARF1 GTP hydrolysis, GDP FP detection; inhibition, % at 16.5 µM; hit rate 0.26% among 360,000;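 active means inhibition above a per-plate limit, mean inhibition of low control wells plus 3 SD, cut at about 25% in these data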;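 further: 0% = DMSO wells with enzyme and 100% = wells lacking Arfgap1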
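Material: rat Arfgap1 GAP domain (His6, aa 1-136), purified enzyme. Also added: human ARF1(Δ1-17)-GTP substrate. Compound dosing: 16.5 µM single point, 1.26% DMSO. Timing: enzyme reaction 120 min at 25 °C after 20 min preincubation. Signal: GDP detection by fluorescence polarization. Read-out basis: percent inhibition of GAP-stimulated GDP formation, scaled between DMSO and no-Arfgap1 medians.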
DDE Tn7 FP inh – disrupts Tn7 cyclic peptide binding to fibrin D-Dimer-E complex; P02675; FP displacement of FITC-Tn7 peptide from fibrin DD(E); 0% = median of compound wells per plate; inhibition, % at 8.3 µM; hit rate 0.13% among 370,000; AID 720508;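 active means inhibition above the mean of compounds falling within the control limits plus 3 SD of them, cut at about 14% in these data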;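 further: 0% = plate median of compound wells and 100% = 10 µM Aha-Tn7 peptide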
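Test system – human fibrin DD(E) · Times – 10 min preincubation, 3 h with tracer, room temperature · Detection – fluorescence polarization of the labelled Tn7 tracer · Measure – percent inhibition normalized to high-control wells · Benchmarks – high control wells with 10 µM unlabelled Aha-Tn7 peptide (full inhibition) · Repeats – singlicate testing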
ASAP1 GAP inh – blocks human ASAP1-stimulated Arf1 GTP hydrolysis; Q9ULH1; hit rate 0.19% among 360,000; inhibition, % at 16.5 µM; GDP FP detection; in the data active means inhibition above about 25%;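 further: 0% = vehicle with enzyme and substrate and 100% = no enzyme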
ADAM10 inh – inhibits human ADAM10. O14672. recombinant ADAM10, EDANS/DABCYL FRET peptide cleavage, 3 h. inhibition, % at 7 µM. hit rate 0.62% among 370,000;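 active means inhibition above a per-campaign cutoff equal to the mean of compounds falling between control-based bounds plus 3 SD, cut at about 20% in these data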;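 further: 0% = DMSO wells while the 100% control is not disclosed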
Starred values were filed as active, the others as inactive; nt = not tested or not shown.

Every second line gives: ADAM17 inh	TDP2 absorb	PLCb3 inh	SIAE inh	DDE Tn6 FP inh	PLC-gamma1 inh	DDE Tn7 FP inh	ADAM10 inh	ARFGAP1 inhibitor	ASAP1 GAP inh
COc1ccc(CCNC(=O)c2cc3cc(F)ccc3nc2C)cc1OC
    0	-5	-8	-8	10	2	4	-3	6	-12
C=CCOc1c(CNC2CCCC2)cc(Cl)cc1OC
    -6	-22	0	-3	0	7	-5	1	-2	0
C[C@H](CO)N1C[C@H](C)[C@@H](CN(C)S(=O)(=O)c2ccccc2)Oc2ccc(NS(=O)(=O)c3ccc(F)cc3)cc2C1=O
    0	1	2	-3	0	3	-1	2	17	0
Cc1ccc(Nc2nnc(SCC(=O)Nc3ncc(C(F)(F)F)cc3Cl)s2)cc1
    -3	-3	-2	2	6	-4	-2	0	10	-5
CCc1c(C(=O)Nc2ccc(OC)c(Cl)c2)[nH]c(C)c1C(C)=O
    4	-6	1	7	-11	0	-9	-1	4	20
O=S(=O)(Nc1cccc2ccccc12)c1ccccc1
    -5	8	-13	-4	-4	1	-7	-6	7	12
Cc1ccc(NS(=O)(=O)c2cc(-c3cc(C)no3)ccc2C(C)C)nc1
    -81	1	-100	4	3	-69	11	-234	2	-12
CCCCCCCCN1C(=O)[C@@H](CC(=O)NCc2ccc(C)o2)C[C@@]2(C(=O)OC)C1=C[C@H](COCc1ccccc1)O[C@@H]2C
    1	-7	-1	5	3	-3	2	7	nt	nt
CCCCOc1ccc(Cc2n[nH]c(=S)n2N)cc1
    0	-1	4	11	9	3	-3	7	-5	-10
COC(=O)c1cc(NC2c3ncccc3C(=O)N2Cc2ccccc2)cc(C(=O)OC)c1 (stereo not given)
    -11	6	-4	-1	1	-2	1	-8	13	-4
COc1cccc(C(O)c2nc(-c3ccccc3)cs2)c1 (stereo not given)
    4	-5	0	2	6	3	2	11	-2	-4
Cc1sc2nc(CN3CCCC3)nc(N3CCN(S(=O)(=O)c4cccc(F)c4)CC3)c2c1C
    -22	1	-95	-14	2	-73	-9	-86	6	-5
Cc1cc(NC(=O)CSc2nnnn2Cc2ccccc2)no1
    -5	4	1	6	-4	-3	-1	-2	-4	7
O=C(/C=C/Nc1cccc(F)c1)c1ccco1
    -1	8	-21	0	-1	-15	1	-6	2	-4
COc1ccccc1N(CC(=O)NC1CCCC1)C(=O)CCCC(=O)Nc1ccccn1
    -6	-13	-5	-6	-7	-2	-1	-4	13	-1
O=C(COc1ccccc1[N+](=O)[O-])Nc1cccc(C(=O)Nc2ccccc2C(=O)O)c1
    -4	0	-7	-27	-2	-5	7	-2	7	7
CCOC(=O)c1[nH]c(C)c(C(=O)C(C)C)c1C
    -4	3	1	6	6	0	5	-4	-16	-3
Cc1ccc(-c2cccc(-c3cc(=O)oc4ccc(C(C)(C)C)cc34)c2)cc1
    5	-15	-1	-8	-5	4	-3	5	1	0
CCc1cccc(NS(=O)(=O)c2ccc3c(c2)CCC(=O)N3)c1
    -6	1	-6	-1	0	-6	7	-4	3	-18
CC(C)n1c(SCC(=O)Nc2ccc(F)cc2)nnc1C1CC1
    1	4	-5	0	0	-1	-2	3	5	13
COC(=O)c1c(NC(C)=O)sc(C)c1C
    -3	11	2	4	1	0	4	-4	-5	-14
CCC(=O)N1N=C(c2ccc(C)o2)CC1c1ccc(Br)cc1 (stereo not given)
    1	-9	-2	4	-6	-1	-1	1	2	7
N#Cc1ccc(NC(=O)c2cccs2)nc1
    -3	16	-8	9	1	1	-2	-5	8	5
COc1ccccc1/C=C/c1nc(S(=O)(=O)c2ccccc2)c(N2CCC(C(N)=O)CC2)o1
    -27	26*	-26	5	3	-14	-1	-80	4	-2
O=S1(=O)N[C@H](Cc2ccccc2)COc2cccc(N3CCCC3)c21
    -4	4	-2	8	-3	1	3	-3	5	-10
COc1ccc(C(NC(=O)CC(C)C)NC(=O)CC(C)C)cc1OC
    -2	-3	2	2	-7	1	-10	-3	16	5
CCN(CC)S(=O)(=O)c1cc(C(=O)OCC(=O)Nc2cccc(S(=O)(=O)N(C)C)c2)ccc1F
    0	-6	-3	-13	-4	2	-3	2	-5	2
CCOc1ccc(NC(=O)CN(C)C(=O)COc2cccc(CC)c2)cc1OCC
    -1	-8	-1	-4	7	-1	-11	1	-1	8
CC1OC(OCC2OC(Oc3c(-c4ccc(O)cc4)oc4cc(O)cc(O)c4c3=O)C(O)C(O)C2O)C(O)C(O)C1O (stereo not given)
    0	1	3	8	-2	-2	-1	-7	-17	2
O=C(/C=C/c1cccs1)c1ccc(N2CCOCC2)cc1
    3	-3	-18	2	-7	-15	3	5	-5	5

Compound profiles (already shown).
Shown for C=CCOc1c(CNC2CCCC2)cc(Cl)cc1OC → ADAM17 inh = -6; TDP2 absorb = -22; PLCb3 inh = 0; SIAE inh = -3; DDE Tn6 FP inh = 0; PLC-gamma1 inh = 7; DDE Tn7 FP inh = -5; ADAM10 inh = 1; ARFGAP1 inhibitor = -2; ASAP1 GAP inh = 0
Shown for CC(C)n1c(SCC(=O)Nc2ccc(F)cc2)nnc1C1CC1 → ADAM17 inh = 1; TDP2 absorb = 4; PLCb3 inh = -5; SIAE inh = 0; DDE Tn6 FP inh = 0; PLC-gamma1 inh = -1; DDE Tn7 FP inh = -2; ADAM10 inh = 3; ARFGAP1 inhibitor = 5; ASAP1 GAP inh = 13
Shown for CCOC(=O)c1[nH]c(C)c(C(=O)C(C)C)c1C → ADAM17 inh = -4; TDP2 absorb = 3; PLCb3 inh = 1; SIAE inh = 6; DDE Tn6 FP inh = 6; PLC-gamma1 inh = 0; DDE Tn7 FP inh = 5; ADAM10 inh = -4; ARFGAP1 inhibitor = -16; ASAP1 GAP inh = -3

Other entries
Every second line gives: ADAM17 inh	TDP2 absorb	PLCb3 inh	SIAE inh	DDE Tn6 FP inh	PLC-gamma1 inh	DDE Tn7 FP inh	ADAM10 inh	ARFGAP1 inhibitor	ASAP1 GAP inh
COc1ccc(-c2cc(CNC(=O)CN(C)Cc3ccccc3)on2)cc1
    3	-4	4	2	3	1	-4	7	7	2
Clc1ccccc1CN1CCN(/N=C/C=C/c2ccco2)CC1
    -4	-11	3	2	2	-1	-5	1	-13	-2
O=C(c1sc2ccccc2c1Cl)N1CCN(c2ccc(F)cc2)CC1
    1	-2	0	4	-12	3	0	10	1	10
COc1ccc(C2C(C(=O)Nc3cccc(C)n3)c3ccccc3C(=O)N2C)cc1OC (stereo not given)
    -3	-17	1	-2	-1	-2	3	0	10	1
COCCNC(=S)N(CCc1c(C)[nH]c2ccc(C)cc12)Cc1cc(OC)c(OC)c(OC)c1
    5	-4	0	2	4	-1	1	-4	7	15
CC(Sc1ccc(Cl)cc1)C(=O)NCC(c1ccco1)N1CCCCC1 (stereo not given)
    -2	10	-4	63*	0	0	3	-4	5	3
CC(C)COCC(O)CCC(=O)NNC(=S)Nc1ccccc1 (stereo not given)
    -3	8	-1	5	2	-2	0	-2	9	8
Cc1nc2ccc(NC(=O)NCCO)cc2s1
    -16	10	-17	-7	-8	-15	0	-43	-10	10
N#Cc1nc(NCC(F)F)nc(Nc2cc(F)cc(F)c2)n1
    5	-23	6	-13	2	6	-1	4	15	17
CS(=O)(=O)NCCCCNc1ccc(C(F)(F)F)cc1[N+](=O)[O-]
    -2	7	-1	4	12	1	8	5	-9	-1
Cc1cc(C)cc(OCC(=O)N(C)CC(=O)Nc2ccc(Cl)c(C(F)(F)F)c2)c1
    0	-10	-2	-20	6	1	-2	7	4	9
O=C(c1ccco1)N1CCN(C(c2cccs2)c2sc3ncnn3c2O)CC1 (stereo not given)
    0	-1	-1	4	-1	-1	7	0	-13	-5
O=C(COc1ccc2c(c1)OCO2)Nc1ccc2c(c1)oc1ccccc12
    2	3	-1	-14	-1	2	3	7	-5	7
CC1=C(C(=O)N2CCN(C(=O)c3ccco3)CC2)C2(CCC(C)CC2)OC1=O (stereo not given)
    -1	4	3	2	2	2	-9	-5	1	15
O=C(COC(=O)CSc1ccc(F)cc1)NNC(=O)c1ccc([N+](=O)[O-])cc1
    -2	6	-4	0	5	1	0	9	-6	-3
Cc1c(C(=O)N2CCCCC2)nnn1-c1nonc1N
    -3	-2	2	0	-3	19*	-5	4	-8	-2
COc1cccc(-n2cnc(=O)c3cccnc32)c1
    1	0	1	7	5	3	2	-7	1	14
CC(CN1CC(=O)NC(=O)C1)N1CC(=O)NC(=O)C1 (stereo not given)
    -2	9	-10	-2	-3	0	4	-14	-1	4
